# Bioassay records: PubChem, National Center for Advancing Translational Sciences (NCATS)
# Eya2 inh = qHTS Assay for Inhibitors of the Phosphatase Activity of Eya2; recombinant Eya2, OMFP fluorescence dephosphorylation (OMFP is methylfluorescein phosphate); Potency, µM (top dose mostly 76.9 µM), without a hit: at the top dose activity, negative = inhibition, usual class: inhibitors; hit rate 0.006% among 330,000; AID 488837, 2010; further: potency means the concentration at half of the fitted maximal effect; on the % scale 0 is the no-effect control and ±100 the full control effect
#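 Eya2 protein (added as 0.2 uM solution) was preincubated with compound for 10 min at ambient temperature in 50 mM HEPES pH 7.5, 50 mM NaCl, 5 uM MgCl2, 0.05% BSA, 1 mM DTT. OMFP (added at 50 uM) then reacted 10 min; fluorescence read at 485/525 nm.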
# ELG1 repair inh = qHTS screen for small molecules that inhibit ELG1-dependent DNA repair in human embryonic kidney (HEK293T) cells expressing luciferase-tagged ELG1 | HEK293T ELG1-luciferase reporter, luminescence, 16 h; DNA damage induced by 5-fluorouridine | hit rate 2.3% among 330,000 | AID 504467, 2011 | Potency, µM (titrated, usually from 46.1 µM), for inactives: at the top dose activity change, negative = inhibition, usual class: inhibitors; further: potency means the concentration at half of the fitted maximal effect; on the % scale 0 is the no-effect control and ±100 the full control effect; nearly all actives have a fitted effect of over 55% in size
#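 In this reporter screen, reduction of luminescence relative to DMSO vehicle indicated activity. Compounds and 5-fluorouridine were added together to 2,000 cells per well, incubated for 16 hr at 37 °C, then developed with ONE-Glo.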
# PTAP TSG101 blk = qHTS Assay for Iinhibitors of HIV-1 Budding by Blocking the Interaction of PTAP/TSG101; Fluorescence polarization, FITC-PTAP peptide / Tsg101 binding; Potency, µM (series often up to 115 µM), inactives show at the highest dose activity change, negative = inhibition, hits mostly inhibitors; 340,000 tested, under 10 active; AID 493005, 2010; active means well fitted inhibition curve with a large enough effect in the main read-out, with a control signal flat, not every such curve was filed as active; inconclusive means small, poorly fitted or top-dose-only effect, or effect the other way, or a change in a side signal; inactive means no such curve, though single readings can be large or run the other way; further: potency means the concentration at half of the fitted maximal effect; % of control where 0% means no effect
#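 Fluorescence polarization binding of Tsg101 binding domain (10 uM final) to FITC-labeled PTAP peptide (50 nM final) in HEPES pH 7.5 buffer with NaCl, Tween 20, EDTA, TCEP. Compounds added before peptide; binding 20 min at RT.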
# TSHR antag = Antagonists of the Thyroid Stimulating Hormone Receptor: HTS campaign. activity change, negative = inhibition, % at 11.5 µM. hit rate 0.2% among 330,000. TSHR-expressing cells, TSH-stimulated cAMP HTRF, 2 h; active compounds read low. Thyrotropin receptor (Homo sapiens), P16473;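 active means activity change below a set negative limit, meaning inhibition stronger than a set level, cut at about -70% in these data; inconclusive means activity change between two set negative limits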; further: on the % scale 0 is the no-effect control and ±100 the full control effect
# Target sequence (P16473 whole entry, looked up): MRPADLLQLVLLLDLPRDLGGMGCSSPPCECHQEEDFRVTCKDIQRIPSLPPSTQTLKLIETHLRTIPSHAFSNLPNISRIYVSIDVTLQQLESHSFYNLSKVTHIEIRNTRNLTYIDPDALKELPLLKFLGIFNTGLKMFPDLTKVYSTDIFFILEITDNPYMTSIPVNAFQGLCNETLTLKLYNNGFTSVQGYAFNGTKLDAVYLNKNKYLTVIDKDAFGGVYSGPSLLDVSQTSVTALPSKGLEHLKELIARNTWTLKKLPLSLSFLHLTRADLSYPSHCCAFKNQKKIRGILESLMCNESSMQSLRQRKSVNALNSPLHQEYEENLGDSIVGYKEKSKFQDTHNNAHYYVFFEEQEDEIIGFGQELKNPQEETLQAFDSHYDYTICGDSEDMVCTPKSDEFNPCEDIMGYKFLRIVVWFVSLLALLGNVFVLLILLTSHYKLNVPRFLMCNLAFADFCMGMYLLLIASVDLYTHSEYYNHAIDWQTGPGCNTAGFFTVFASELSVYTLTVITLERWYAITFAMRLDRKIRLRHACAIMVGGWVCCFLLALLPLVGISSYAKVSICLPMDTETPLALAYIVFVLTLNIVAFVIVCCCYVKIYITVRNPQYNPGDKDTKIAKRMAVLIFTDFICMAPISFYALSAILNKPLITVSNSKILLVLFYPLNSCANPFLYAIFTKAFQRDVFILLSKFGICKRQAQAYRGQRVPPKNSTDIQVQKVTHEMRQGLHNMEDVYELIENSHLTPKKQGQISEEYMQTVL
#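 Cell-based HTRF cAMP assay; TSHR cells + compound, TSH EC80 (4nM final), 2 h, 37 deg C. Lysis with anti-cAMP cryptate and cAMP-d2, 30 min RT, read 665/620 nm.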
# Mito fusion act = qHTS Assay for Small Molecule Inhibitors of Mitochondrial Division or Activators of Mitochondrial Fusion | S. cerevisiae fusion-defective mutant growth rescue, CellTiterGlo 48 h | Potency, µM (doses to about 46.1 µM), for the others: at the highest dose growth rescue (activation), usual class: activators | hit rate 0.23% among 320,000;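 further: potency means the concentration at half of the fitted maximal effect; % of control where 0% means no effect; nearly all actives have a fitted effect of over 45% in size; temperature-sensitive fusion mutants such as fzo1-1 at 37 °C on non-fermentable ethanol glycerol medium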
#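 Yeast fusion mutant, YPEG (non-fermentable carbon), compound, 48 h at 37C non-permissive; CellTiterGlo added, 10 min RT, luminescence read. Rescued growth = division inhibition.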
# TCR act = Activators of T cell receptors: qHTS campaign; primary human leukocytes, anti-CD3, IL-2 HTRF, 48 h; Potency, µM (highest dose often 9.22 µM), for inactives: at the top dose activation of IL-2 secretion, actives largely listed as activators; 330,000 tested, under 10 active; further: % of control where 0% means no effect
#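 IL-2 release read by HTRF sandwich (Eu cryptate donor, d2 acceptor, 665 nm emission) after 48 hr exposure of primary human leukocytes to compound together with anti-CD3 beads in the absence of co-stimulatory signals.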
# Tb PFK inh = qHTS Assay to Find Inhibitors of T. brucei phosphofructokinase | ATP-dependent 6-phosphofructokinase (Trypanosoma brucei brucei), O15648 | T. brucei PFK, ADP-Glo luminescence | Potency, µM (doses to about 57.5 µM), inactives show top-dose activity, negative = inhibition, usual class: inhibitors | hit rate 0.17% among 330,000 | AID 485367, 2010;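 further: potency means the concentration at half of the fitted maximal effect; 0% = uninhibited 1x PFK enzyme wells and -100% = no-enzyme wells; nearly all actives have a fitted effect of over 60% in size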
#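 1.25 nM PFK with 0.5 mM F6P and 0.1 mM ATP in 0.1 M TEA pH 8.0, 5 mM MgCl2, incubated 45 min at room temperature; ADP measured by ADP-Glo luminescence; compounds titrated up to 57 uM.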
# Integrin act MD = qHTS for Activators of Integrin-Mediated Alleviation for Muscular Dystrophy | alpha7betagal myoblasts, beta-gal FDG fluorescence, 48 h | Potency, µM (top dose mostly 38.3 µM), without a hit: at the highest dose activation, most hits filed as activators | hit rate 0.064% among 350,000;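 further: potency means the concentration at half of the fitted maximal effect; 100% = response of the positive control SU9516; nearly all actives have a fitted effect of over 60% in size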
#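 Alpha7betagal+/- myoblasts (passage 13) were plated 16-24 hr, then exposed to compounds (1:260 dilution of DMSO stock) for 48 hours at 37C. After MPER lysis, β-galactosidase reporter activity was read as FDG fluorescence (ex 480/em 540) after 30 minutes.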
# Chronic BCR inh = qHTS Assay to Find Inhibitors of Chronic Active B-Cell Receptor Signaling; ABC-DLBCL IkBa-CBG/CBR reporter, luminescence ratio, 4 h; Potency, µM (top dose mostly 46.1 µM), without a hit: at the highest dose ratio change, negative = lower green/red ratio, usual class: inhibitors; hit rate 0.05% among 340,000; active means well fitted inhibition curve with a large enough effect in the signal ratio, with a control signal flat, not every such curve was filed as active; inconclusive means small, poorly fitted or top-dose-only effect, or effect the other way, or a change in a side signal; the % refers to the signal ratio;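 further: potency means the concentration at half of the fitted maximal effect; plate controls were basal doxycycline-induced cells for no effect and cells given 10 µM MG132 for full effect; MG132 reads +100%, hits lower the ratio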
#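 TMD8 human ABC-DLBCL cells with doxycycline-inducible IκBα–green luciferase fusion and unfused red luciferase, in 0.5% FBS medium; compounds up to 46 uM, 4 h at 37C. Green/red luminescence ratio, filter-overlap corrected, fitted to concentration-response curves.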
# ASM inhibitor = Inhibitors of Secretory Acid Sphingomyelinase (S-ASM): qHTS; Sphingomyelin phosphodiesterase (Homo sapiens), P17405; placental ASM, HMU-PC fluorogenic substrate, 60 min; Potency, µM (doses to about 57.5 µM), for inactives: at the top dose activity change, negative = inhibition, usual class: inhibitors; hit rate 0.006% among 340,000; AID 504937, 2011; further: potency means the concentration at half of the fitted maximal effect
#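 Fluorogenic HMU-PC substrate (9 uM final) is turned over by placental ASM in 60 min at 37 C after a 10 min compound preincubation. Reaction ended by alkaline stop (pH 10), with fluorescence read at 386/447 nm.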
# A-T KAP1 phos = qHTS Assay for Identifying a Potential Treatment of Ataxia-Telangiectasia. […] A-T fibroblasts, KAP-1 phosphorylation AlphaLISA; neocarzinostatin DNA damage 30 min before lysis. Potency, µM (top dose mostly 57.5 µM), for inactives: top-dose activation, most hits filed as activators. hit rate 0.19% among 320,000. AID 485349, 2010; further: potency means the concentration at half of the fitted maximal effect; % of control where 0% means no effect; nearly all actives have a fitted effect of over 45% in size
#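 ATM-like activity read as KAP-1 phosphorylation via AlphaLISA donor/acceptor antibody pairs after lysis and 6 hr at 25C. Cells were ATM-null patient fibroblasts ([…], hTERT), dosed 60 min, then exposed to the DSB inducer NCS for 30 min.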
# An asterisk follows results filed as active; ? = inconclusive; . = no result given; [ ] = dose if it differs, or a comment. Unless noted, the call rests on the fitted dose curve; in most records, active means well fitted curve in the direction sought with a large enough effect; inconclusive means small, poorly fitted or top-dose-only effect, or another doubt; inactive means no such curve, though single readings can be large; an effect the other way counts as inactive or inconclusive.
molecule	TCR act	A-T KAP1 phos	ASM inhibitor	ELG1 repair inh	Eya2 inh	Integrin act MD	Chronic BCR inh	Tb PFK inh	Mito fusion act	PTAP TSG101 blk	TSHR antag
CCOC(=O)c1nc2ccccc2c(C)c1C	-1.7%	27.3%	1.7%	18.7%	5.1%	15.6%	?	1.5%	-6.7%	-0.6%	0.6
O=c1c2cnn(-c3ccccc3)c2ncn1Cc1ccccc1F	2.0%[46.1 µM]	7.8%	-0.4%	0.5%	1.3%	7.4%	?	1.5%	-0.6%	-3.3%	-10.5
CCCCCNC1=CC(=O)CC(c2ccccc2)C1 (configuration not stated)	1.7%	2.9%	5.7%	-29.4%	-18.3%	-37.3%	-1.8%	-3.9%	-6.4%	-0.2%	9.6
COc1ccccc1C(=O)NCC(=O)OCc1ccc(Br)cc1	2.7%[46.1 µM]	0.0%	-0.6%	4.1%	-11.2%	20.3%	-1.5%	-2.2%	3.8%	-4.6%	-7.7
C/C(=N\NC(=O)c1nnn(-c2nonc2N)c1-c1cccs1)c1ccc(C)cc1	-7.9%	3.8%	10.8%	18.9%	-0.3%	-2.1%	?	-4.4%	-1.2%	-5.7%	-6.9
COc1ccccc1OCc1ccc(C(=O)NN)o1	-1.8%	10.5%	8.4%	15.3%	4.0%	?	?	2.6%	-3.5%	0.0%	9.9
COCC(=O)NCc1ccc2c(c1)cc(C)n2C	8.0%	-3.4%	3.0%	13.6%	9.4%	7.3%	?	-3.0%	-1.3%	-5.6%	-1.2
CCCNc1nc(Cl)nc(NCc2cccnc2)n1	1.8%	-4.6%	-1.1%	-5.9%	?	-14.0%	3.0%	1.5%	0.3%	0.8%	-5.8
COc1ccc(N2CCN(C(c3cccc(OC)c3OC)c3nnnn3C3CCCC3)CC2)cc1 (configuration not stated)	19.4%	1.8%	-6.2%	-0.2%	0.0%	0.0%	7.1%	-0.8%	-7.8%	0.6%	-10.5
COc1ccc(C(=O)Nc2ccc3nc(N4CCCCC4)cc(C)c3c2)cc1OC	-1.1%	7.1%	.	23.1µM*	2.9%	-47.4%[inhibitor]	5.5%	-2.6%	-2.5%	-4.4%	4.7
Cc1ccc(S(=O)(=O)N(C)CC(=O)OCC(=O)NC(c2ccccc2)c2ccccc2)cc1	-0.7%[46.1 µM]	0.6%	-1.0%	5.8%	4.1%	5.6%	0.9%	-4.9%	0.0%	1.1%	27.3
Cc1cccc(C(=O)NC2CC3CCCC(C2)N3S(=O)(=O)c2ccccc2)c1 (configuration not stated)	-4.2%	-0.6%	-0.2%	23.1µM*	0.1%	0.5%	3.7%	7.7%	3.9%	-1.2%	-11.6
O=C(CSc1nnc(-c2n[nH]c3ccccc23)n1-c1ccccc1)Nc1cccc(Cl)c1	-0.5%[46.1 µM]	-3.7%	-2.4%	?	-2.1%	-18.1%	?	1.0%	-4.1%	-3.4%	25.8
COc1ccc(CCC(=O)NC2CCCc3ccccc32)cc1OC (configuration not stated)	2.8%	-1.1%	-3.5%	0.0%	-8.8%	4.5%	-6.7%	-0.5%	-1.1%	1.7%	0.1
COc1ccc(NC(=O)CSc2nnc(C3CC3)n2C)cc1S(=O)(=O)N1CCOCC1	1.0%	-4.1%	-1.9%	7.3%	-14.6%	20.4%	3.7%	2.3%	-0.6%	-3.2%	13.7
Cc1cc(=O)oc(C)c1C(=O)NCCc1ccccc1	-5.0%	56.7%	-0.5%	14.2%	7.5%	21.3%	-0.9%	1.2%	-4.0%	-6.6%	42.8
COc1ccc(CCNC(=O)c2ccc(-c3ccc([N+](=O)[O-])cc3Cl)o2)cc1	2.4%[46.1 µM]	5.4%	-9.4%	4.9%	-18.9%	-6.6%	13.7%	0.0%	?	1.4%	-18.3
O=C(NC1CC1)C1=COCCO1	-1.5%	.	4.3%	8.2%	19.1%	0.0%	-3.4%	-2.1%	-1.8%	-2.1%	5.1
Cc1ccc(NC(=O)CC2Nc3ccccc3NC2=O)cc1Cl (configuration not stated)	1.1%	1.7%	252.5%[activator]	?	1.4%	-42.4%	.	-2.5%	-1.7%	1.8%	15.8
Cc1cccc(NC(=S)N(Cc2ccco2)C(C)c2cccs2)c1 (configuration not stated)	3.7%	3.5%	0.9%	?	0.1%	?	-0.4%	1.9%	?	0.5%	-3.5
COc1ccc(-c2csc(NC(=O)CC(C)C)n2)cc1	2.5%[46.1 µM]	.	-1.2%	?	3.0%	-5.2%	-0.2%	-0.9%	5.9%	-0.2%	-18.1
Cc1onc(-c2ccccc2Cl)c1C(=O)NCc1cccs1	2.0%	20.2%	2.1%	-9.0%	3.5%	-18.7%	7.2%	3.2%	1.9%	-1.7%	-2.7
CCOc1cc(/C=C2\SC(=N)N(c3nccs3)C2=O)ccc1OCCN1CCOCC1	-5.2%[46.1 µM]	0.3%	-10.4%	?	4.4%	-26.6%	?	-0.8%	2.7%	-0.6%	-18.8
Cc1ccccc1OCC(=O)Nc1ccc2oc(=O)ccc2c1	-3.2%	-1.6%	5.7%	12.6%	-7.3%	-7.0%	-19.0%	0.5%	-2.5%	-5.1%	-5.7
Cc1nc2c(=O)n(-c3ccc(F)cc3F)nc(C)c2s1	12.4%	4.0%	1.3%	-7.0%	11.8%	?	1.5%	0.3%	0.8%	0.6%	-2.6
COc1ccc(NC(=O)Cn2nc([N+](=O)[O-])c(Cl)c2C)cc1OC	0.3%	-8.0%	-1.2%	-12.3%	-5.3%	-15.2%	-2.2%	-10.3%	-2.7%	-4.5%	4.0
O=S(=O)(Nc1ccncc1)c1ccc(Cl)cc1	-3.1%	0.0%	1.5%	0.0%	-8.8%	10.0%	-33.3%	0.2%	-2.2%	-2.6%	7.5
C=CCn1c(SCC(=O)NCc2ccc3c(c2)OCO3)nc2scc(-c3ccc(F)cc3)c2c1=O	.	0.5%	-0.7%	14.6µM*	-3.8%	19.5%	-27.2%	-3.9%	2.5%	-0.8%	18.5
Cc1ccc(N(CC(=O)NC(C)C)C(=O)CCC(=O)Nc2ccccn2)cc1	.	3.0%	0.1%	8.0%	13.8%	14.2%	0.7%	0.3%	0.4%	-0.1%	-0.3
COc1ccc(-c2cc(N)n(S(=O)(=O)c3ccc(C)cc3)n2)c(OC)c1	0.3%	9.0%	-3.2%	?	12.9%	-14.9%	-17.0%	2.4%	1.1%	-6.6%	7.3
CC(C)C(=O)N(c1ccc(F)cc1)C1C=CS(=O)(=O)C1 (configuration not stated)	0.7%	0.5%	0.9%	-1.7%	14.1%	22.4%	8.8%	0.9%	0.9%	-0.5%	3.2
CCCCOc1ccc2c(C)cc(=O)oc2c1OCCCC	2.6%[46.1 µM]	.	-8.0%	?	-12.0%	7.6%[7.66 µM]	?	-6.8%	?	?	7.1
Cc1cccc(NS(=O)(=O)c2ccc3c(c2)NC(=O)CC(=O)N3)c1	-2.4%	3.3%	-2.7%	8.2%	4.6%	?	13.4%	-0.9%	1.5%	-2.3%	2.1
